Bioassay records as filed in PubChem BioAssay.
EBI2 block – antagonists of human EBI2 receptor; P32249; EBI2 beta-arrestin recruitment, luminescence, 7a,25-OHC stimulated; inhibition, % at 5 µM; 0.81% of 360,000 active; in the data active = inhibition above about 38%;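 note: enzyme fragment complementation signal reports receptor beta-arrestin coupling in cells; 0% = agonist plus DMSO wells and 100% = wells without agonist; some results beyond the cut were filed as inactive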
CCR6 antagonist – CCR6 (human) receptor antagonism; CHO-K1 CCR6 PathHunter beta-arrestin, luminescence, CCL20-stimulated; inhibition, % at 20 µM; 0.49% of 340,000 active; AID 493098;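 active = compounds whose inhibition of the agonist-driven luminescence signal at 20 µM reaches about 50%, limit read from the data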;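 note: cells stimulated with CCL20 at 14 nM final; plate controls were DMSO with CCL20 for no effect and DMSO without agonist for full effect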
GRIN3A LBD mod – modulators (binders) of human NR3A ligand-binding domain. Tm shift relative to glycine control, % at 25 µM. NR3A LBD differential scanning fluorimetry, Tm shift; 0% = protein alone, 100% = glycine-bound protein. 2.5% of 340,000 active;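 active = melting temperature shift of at least 10% of the positive control shift, at one fixed dose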
Gli-Sufu antag – antagonists of Gli-Sufu signaling; AID 588413; Sufu-KO-LIGHT fibroblasts, Gli luciferase reporter luminescence; 0.74% of 340,000 active; inhibition, % at 5 µM;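 active = inhibition above about 55%, limit read from the data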;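 note: 0% = DMSO-treated cells and 100% = wells with medium but no cells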
A3G deaminase – blocks human APOBEC3G single-stranded DNA deamination; recombinant A3G, ssDNA deamination FAM/TAMRA fluorescence; inhibition, % at 20 µM; 0.28% of 330,000 active; AID 493012;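 active = inhibition of at least 40% at 20 µM, with no more than 30% in the related APOBEC3A deaminase screen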;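 note: plate controls were DMSO wells with A3G for no effect and wells lacking A3G enzyme for full effect; some compounds called inactive have numbers as strong as hits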
Target sequence (Q9HC16 whole entry, looked up): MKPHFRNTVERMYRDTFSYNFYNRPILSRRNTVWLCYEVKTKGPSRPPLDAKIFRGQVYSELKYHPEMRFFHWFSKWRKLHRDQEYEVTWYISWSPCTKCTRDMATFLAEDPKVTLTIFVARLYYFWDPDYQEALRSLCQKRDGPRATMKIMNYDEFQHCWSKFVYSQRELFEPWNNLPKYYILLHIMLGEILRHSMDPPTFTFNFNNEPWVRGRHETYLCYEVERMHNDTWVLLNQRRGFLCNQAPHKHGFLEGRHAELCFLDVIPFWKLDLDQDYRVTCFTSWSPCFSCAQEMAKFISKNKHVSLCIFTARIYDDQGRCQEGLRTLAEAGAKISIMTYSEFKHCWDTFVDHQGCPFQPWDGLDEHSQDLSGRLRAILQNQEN
APOBEC3A inh – inhibitors of human APOBEC3A DNA deaminase | P31941 | recombinant A3A, FAM/TAMRA ssDNA deamination fluorescence | inhibition, % at 20 µM | 0.41% of 330,000 active | AID 493011;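 active = at least 40% inhibition at 20 µM here, with at most 30% in a related deaminase screen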;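 note: plate controls were A3A with DMSO for no effect and wells lacking A3A enzyme for full effect; some results filed as inactive read as strong as hits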
Target sequence (P31941 whole entry, looked up): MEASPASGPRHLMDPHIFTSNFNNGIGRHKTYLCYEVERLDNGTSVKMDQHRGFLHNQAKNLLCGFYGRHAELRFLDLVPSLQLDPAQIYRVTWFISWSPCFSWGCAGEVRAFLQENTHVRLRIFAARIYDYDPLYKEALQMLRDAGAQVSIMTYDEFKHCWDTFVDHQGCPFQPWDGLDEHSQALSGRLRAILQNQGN
MPTP block – permeability transition pore inhibition. isolated mouse mitochondria, Ca2+ swelling absorbance, 30 min. inhibition, % at 10 µM. 1.4% of 360,000 active. AID 602449;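 active = inhibition of 50% or more, scaled per plate between neutral and stimulator controls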;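 note: 0% = DMSO wells given calcium and 100% = 1 mM EGTA wells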
CXCR6 inh – CXCR6 (human) receptor inhibition; 0.36% of 360,000 active; inhibition, % at 20 µM; CHO-K1 PathHunter CXCR6 beta-arrestin, luminescence; AID 602244; O00574; in the data active = inhibition above about 34%, passing the limit was not always enough;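 note: antagonist mode with CXCL16 agonist at 10 nM final; 0% = 10 nM CXCL16 with DMSO and 100% = unstimulated wells without agonist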
Target sequence (O00574 whole entry, looked up): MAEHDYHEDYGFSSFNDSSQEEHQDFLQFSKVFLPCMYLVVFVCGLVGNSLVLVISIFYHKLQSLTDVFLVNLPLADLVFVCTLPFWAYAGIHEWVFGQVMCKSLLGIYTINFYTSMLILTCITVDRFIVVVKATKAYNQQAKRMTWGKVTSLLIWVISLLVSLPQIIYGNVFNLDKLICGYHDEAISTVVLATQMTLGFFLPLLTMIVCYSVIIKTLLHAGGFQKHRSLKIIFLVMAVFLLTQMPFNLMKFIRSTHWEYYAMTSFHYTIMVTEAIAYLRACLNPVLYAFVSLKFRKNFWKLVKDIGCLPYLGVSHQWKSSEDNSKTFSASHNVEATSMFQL
Starred values were filed as active, the others as inactive.

Screening CCC(=O)Nc1ccccc1-c1nnn(CC(=O)N2c3ccccc3CC2C)n1 (centres undefined) returned EBI2 block -4, CCR6 antagonist 9, GRIN3A LBD mod -1, Gli-Sufu antag 8, A3G deaminase -5, APOBEC3A inh -2, MPTP block 1.2 and CXCR6 inh 2.
COc1cccc(CNC(=O)C(=O)NCCC2CCCCN2S(=O)(=O)c2cccs2)c1 (centres undefined) was read as EBI2 block -2, CCR6 antagonist 17, GRIN3A LBD mod 3, Gli-Sufu antag 8, A3G deaminase 7, APOBEC3A inh -1, MPTP block -1.1 and CXCR6 inh 3.
For COc1ccc(NC(=O)CC2C(=O)N(C)C(=S)N2Cc2ccc3c(c2)OCO3)cc1 (centres undefined) the results were EBI2 block 3, CCR6 antagonist 12, GRIN3A LBD mod 14*, Gli-Sufu antag -1, A3G deaminase -2, APOBEC3A inh -3, MPTP block -2.8 and CXCR6 inh -7.
`Cc1c([N+](=O)[O-])c([N+](=O)[O-])nn1CC(=O)NCCc1ccccc1` gave EBI2 block -8, CCR6 antagonist -7, GRIN3A LBD mod 0, Gli-Sufu antag 3, A3G deaminase -3, APOBEC3A inh 0, MPTP block 1.1 and CXCR6 inh -6.
CCOC(=O)c1c(NC(=O)c2nn(CC)cc2Br)sc(C)c1C was read as EBI2 block 27, CCR6 antagonist 3, GRIN3A LBD mod -7, Gli-Sufu antag 17, A3G deaminase 7, APOBEC3A inh -1, MPTP block 2.6 and CXCR6 inh 2.
Screening O=C(CNC(=O)c1ccco1)NNC(=O)c1cccc(Cl)c1 returned EBI2 block -8, CCR6 antagonist -4, GRIN3A LBD mod 1, Gli-Sufu antag 1, A3G deaminase -5, APOBEC3A inh -2, MPTP block -0.3 and CXCR6 inh 2.
Cc1ccc(-c2cccc([C@H]3[C@@H]4C=CC[C@@H](C)[C@@H]4C(=O)N3Cc3ccccc3)c2)cc1 was read as EBI2 block 28, CCR6 antagonist 32, GRIN3A LBD mod 15*, Gli-Sufu antag -1, A3G deaminase 1, APOBEC3A inh 1, MPTP block 0.4 and CXCR6 inh 15.
Screening CC(=O)c1cccc(N(CC(=O)N2CCCC2)S(C)(=O)=O)c1 returned EBI2 block -6, CCR6 antagonist 8, GRIN3A LBD mod 2, Gli-Sufu antag -13, A3G deaminase -6, APOBEC3A inh 0, MPTP block -1.7 and CXCR6 inh -2.
Screening O=c1c2c(-c3cccc([N+](=O)[O-])c3)ccnc2[nH]n1-c1ccccc1 returned EBI2 block -3, CCR6 antagonist 34, GRIN3A LBD mod 2, Gli-Sufu antag -15, A3G deaminase -5, APOBEC3A inh -1, MPTP block 0.0 and CXCR6 inh 22.
O=C(COc1ccc(S(=O)(=O)N2CCOCC2)cc1Cl)NCc1ccccn1 was read as EBI2 block -6, CCR6 antagonist 13, GRIN3A LBD mod -2, Gli-Sufu antag -19, A3G deaminase -5, APOBEC3A inh 1, MPTP block -1.4 and CXCR6 inh 2.
`O=C(Nc1ccc(F)cc1)c1cccnn1` gave EBI2 block -6, CCR6 antagonist 3, GRIN3A LBD mod -2, Gli-Sufu antag 4, A3G deaminase -4, APOBEC3A inh 2, MPTP block -1.5 and CXCR6 inh 3.
CCN(CC)S(=O)(=O)c1ccc(OC)c(NC(=O)CSCc2c(C)noc2C)c1 was read as EBI2 block 2, CCR6 antagonist 6, GRIN3A LBD mod 0, Gli-Sufu antag 2, A3G deaminase 22, APOBEC3A inh 4, MPTP block 0.1 and CXCR6 inh 4.
Screening Cc1sc2ncn(CC(=O)NCCCC(=O)N3CCN(Cc4ccc5c(c4)OCO5)CC3)c(=O)c2c1C returned EBI2 block 0, CCR6 antagonist 2, GRIN3A LBD mod 0, Gli-Sufu antag 1, A3G deaminase -5, APOBEC3A inh -6, MPTP block 0.6 and CXCR6 inh -7.
For CCN1CCN(C(=O)/C=C/c2cccc(Cl)c2)CC1 the results were EBI2 block 75*, CCR6 antagonist 6, GRIN3A LBD mod -1, Gli-Sufu antag 7, A3G deaminase -7, APOBEC3A inh -2, MPTP block -1.1 and CXCR6 inh -3.
For O=C(N/N=C/c1ccco1)c1ccc(NC(=O)C2CCCCC2)cc1 the results were EBI2 block -7, CCR6 antagonist 6, GRIN3A LBD mod -4, Gli-Sufu antag 5, A3G deaminase -1, APOBEC3A inh 4, MPTP block -0.6 and CXCR6 inh 0.
CN(C(=O)c1cccnc1)c1nc(-c2ccccc2)cs1 was read as EBI2 block 4, CCR6 antagonist -8, GRIN3A LBD mod 0, Gli-Sufu antag -49, A3G deaminase -1, APOBEC3A inh 4, MPTP block 1.1 and CXCR6 inh -4.
For Cc1sc(NC(=O)Cn2c(=O)oc3ccccc32)nc1-c1ccc(Cl)cc1 the results were EBI2 block 20, CCR6 antagonist -7, GRIN3A LBD mod 3, Gli-Sufu antag 2, A3G deaminase -2, APOBEC3A inh 30, MPTP block 48 and CXCR6 inh 10.
`COc1ccc2c(c1)CC/C(=C/c1ccco1)C2=O` gave EBI2 block -16, CCR6 antagonist 19, GRIN3A LBD mod 1, Gli-Sufu antag -51, A3G deaminase -8, APOBEC3A inh 4, MPTP block 9.0 and CXCR6 inh 3.
Cn1c(=Nc2ccc(N3CCOCC3)cc2)ccc2ccccc21 was read as EBI2 block 6, CCR6 antagonist -5, GRIN3A LBD mod -2, Gli-Sufu antag -1, A3G deaminase 20, APOBEC3A inh 54*, MPTP block -0.2 and CXCR6 inh 7.
Screening O=C(N[C@@H]1CCC(=O)N(CC[C@H](Sc2ccc(Br)cc2)c2ccccc2)CC1)OCc1ccccc1 returned EBI2 block 22, CCR6 antagonist 8, GRIN3A LBD mod 1, Gli-Sufu antag 0, A3G deaminase 1, APOBEC3A inh 5, MPTP block 1.1 and CXCR6 inh 5.
For COc1[nH]c(/N=C/c2ccccc2)c(C#N)c1C#N the results were EBI2 block -1, CCR6 antagonist -4, GRIN3A LBD mod -6, Gli-Sufu antag 23, A3G deaminase -10, APOBEC3A inh -3, MPTP block 87* and CXCR6 inh -3.
`O=C(/C=C/c1ccccc1Cl)NCCc1ccc(F)cc1` gave EBI2 block 5, CCR6 antagonist 10, GRIN3A LBD mod 14*, Gli-Sufu antag -3, A3G deaminase 5, APOBEC3A inh 3, MPTP block 2.7 and CXCR6 inh -23.
`O[C@H]1COC2C1OC[C@@H]2O` (some centres undefined) gave EBI2 block -3, CCR6 antagonist 10, GRIN3A LBD mod 0, Gli-Sufu antag -1, A3G deaminase -8, APOBEC3A inh -2, MPTP block -0.9 and CXCR6 inh 8.
Screening c1ccc(-n2cnc3cc(NCc4ccco4)ccc32)cc1 returned EBI2 block 0, CCR6 antagonist 2, GRIN3A LBD mod 0, Gli-Sufu antag -54, A3G deaminase -8, APOBEC3A inh -1, MPTP block -4.2 and CXCR6 inh 4.
Screening O=C(NCCCCCCNC(=O)c1cncc(O)c1)c1cncc(O)c1 returned EBI2 block -8, CCR6 antagonist -1, GRIN3A LBD mod -1, Gli-Sufu antag 1, A3G deaminase -5, APOBEC3A inh -2, MPTP block 1.7 and CXCR6 inh -1.
O=C(Nc1ccccc1)N1CCN(Cc2ccccc2)CC1 was read as EBI2 block 7, CCR6 antagonist -8, GRIN3A LBD mod 0, Gli-Sufu antag -11, A3G deaminase -5, APOBEC3A inh 1, MPTP block -1.2 and CXCR6 inh -2.
CCn1c(CSc2nc3ccccc3[nH]2)nc2cc(C(=O)O)ccc21 was read as EBI2 block -6, CCR6 antagonist -9, GRIN3A LBD mod -1, Gli-Sufu antag 2, A3G deaminase -4, APOBEC3A inh -2, MPTP block -0.7 and CXCR6 inh 2.
`CCN(CC)CCNC(=O)CN1C(=O)COc2ccc(S(=O)(=O)N3CCOCC3)cc21` gave EBI2 block -1, CCR6 antagonist 3, GRIN3A LBD mod 0, Gli-Sufu antag -16, A3G deaminase -4, APOBEC3A inh -7, MPTP block -0.9 and CXCR6 inh 4.
Screening CCC(C(=O)OCC(=O)Nc1ccc(C(N)=O)cc1)c1ccccc1 (centres undefined) returned EBI2 block -2, CCR6 antagonist 12, GRIN3A LBD mod 0, Gli-Sufu antag -1, A3G deaminase -1, APOBEC3A inh 4, MPTP block -0.2 and CXCR6 inh 1.
For Cc1cc2cc(C#N)c(N3CCOCC3)nc2cc1Cl the results were EBI2 block 3, CCR6 antagonist -7, GRIN3A LBD mod 0, Gli-Sufu antag -3, A3G deaminase -8, APOBEC3A inh -1, MPTP block 3.4 and CXCR6 inh -5.

4 compounds out of the list, sorted by heavy-atom count, ascending:
`O[C@H]1COC2C1OC[C@@H]2O` (some centres undefined) gave EBI2 block -3, CCR6 antagonist 10, GRIN3A LBD mod 0, Gli-Sufu antag -1, A3G deaminase -8, APOBEC3A inh -2, MPTP block -0.9 and CXCR6 inh 8.
For COc1[nH]c(/N=C/c2ccccc2)c(C#N)c1C#N the results were EBI2 block -1, CCR6 antagonist -4, GRIN3A LBD mod -6, Gli-Sufu antag 23, A3G deaminase -10, APOBEC3A inh -3, MPTP block 87* and CXCR6 inh -3.
Screening O=C(NCCCCCCNC(=O)c1cncc(O)c1)c1cncc(O)c1 returned EBI2 block -8, CCR6 antagonist -1, GRIN3A LBD mod -1, Gli-Sufu antag 1, A3G deaminase -5, APOBEC3A inh -2, MPTP block 1.7 and CXCR6 inh -1.
`CCN(CC)CCNC(=O)CN1C(=O)COc2ccc(S(=O)(=O)N3CCOCC3)cc21` gave EBI2 block -1, CCR6 antagonist 3, GRIN3A LBD mod 0, Gli-Sufu antag -16, A3G deaminase -4, APOBEC3A inh -7, MPTP block -0.9 and CXCR6 inh 4.

(further entries)
`COC(=O)c1cccc(N2C(=O)C3CC=CCC3C2=O)c1` (centres undefined) gave EBI2 block -12, CCR6 antagonist 1, GRIN3A LBD mod 1, Gli-Sufu antag 0, A3G deaminase -2, APOBEC3A inh -3, MPTP block -1.1 and CXCR6 inh 2.
Screening CCOc1c2ccc(C(=O)NCC34CC5CC(CC(C5)C3)C4)cc2nn1CC returned EBI2 block -3, CCR6 antagonist 11, GRIN3A LBD mod 0, Gli-Sufu antag 16, A3G deaminase 29, APOBEC3A inh 3, MPTP block 0.9 and CXCR6 inh -10.
Screening CCCCOc1ccc(C(=O)NCC(=O)NC2CCN(Cc3ccccc3)CC2)cc1 returned EBI2 block 4, CCR6 antagonist 5, GRIN3A LBD mod -2, Gli-Sufu antag 17, A3G deaminase -7, APOBEC3A inh 11, MPTP block -0.2 and CXCR6 inh 7.
For COC(=O)c1ccc(-n2cc(-c3ccc(OC)cc3)[nH]c2=S)cc1 the results were EBI2 block 74*, CCR6 antagonist 17, GRIN3A LBD mod -8, Gli-Sufu antag 15, MPTP block 0.8 and CXCR6 inh 0.
Cc1cc(Nc2cc(F)ccc2C)n2ncnc2n1 was read as EBI2 block -10, CCR6 antagonist -10, GRIN3A LBD mod 0, Gli-Sufu antag 1, A3G deaminase -4, APOBEC3A inh -1, MPTP block -0.2 and CXCR6 inh -3.
COc1ccccc1C(=O)NC(CCSC)C(=O)NNC(=O)c1ccncc1 (centres undefined) was read as EBI2 block -2, CCR6 antagonist 5, GRIN3A LBD mod -1, Gli-Sufu antag -2, A3G deaminase -3, APOBEC3A inh 3, MPTP block 0.4 and CXCR6 inh -3.
CC(=O)Nc1ccc(NS(=O)(=O)c2ccc(Cl)c(C(=O)O)c2)cc1 was read as EBI2 block -11, CCR6 antagonist -3, GRIN3A LBD mod 0, Gli-Sufu antag -1, A3G deaminase -9, APOBEC3A inh -7, MPTP block -0.3 and CXCR6 inh 1.
`O=C(COC(=O)c1ccc(S(=O)(=O)N2CCCC2)cc1)NCc1cccs1` gave EBI2 block 10, CCR6 antagonist 6, GRIN3A LBD mod -1, Gli-Sufu antag -7, A3G deaminase -7, APOBEC3A inh 0, MPTP block -1.8 and CXCR6 inh 4.
